# ELG1 genotoxic: induces genotoxicity in HEK293T cells with luciferase-tagged ELG1 | HEK293T ELG1-luciferase reporter, luminescence, 16 h | Potency, µM (top dose mostly 46 µM), without a hit: at the top dose activity change, positive = activation, usual class: activators | actives 1.3% (n = 330,000) | AID 504466; also: potency is read from the fitted curve at half-maximal effect; % of control where 0% means no effect; nearly all actives have a fitted effect of over 60% in size
#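 Luminescence read-out: rising ELG1-luciferase signal, reflecting elevated ELG1 protein under genetic stress, flags genotoxic compounds. Cells were treated for 16 hr at 37 °C before ONE-Glo detection.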
# BRCA1 expr up: increases BRCA1 expression | Potency, µM (highest dose often 46.1 µM), for the others: at the highest dose activation, hits mostly activators | AID 624202 | MCF7-BRCA1-FFLuc reporter, luminescence, 48 h; response scale: scaled: vehicle 0%, 10 µM genistein 100% | actives 1.1% (n = 380,000); also: potency is read from the fitted curve at half-maximal effect; nearly all actives have a fitted effect of over 80% in size; some results filed as inactive show a strong effect at the top dose
#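 MCF7 cells carrying a BRCA1-firefly luciferase reporter (2000 cells/well, phenol-red free MEM) were attached for 2 h at 37 °C, then given compounds for 48 h. Luminescence was read 15 min after luciferase reagent; activity normalized to genistein (10 microM) and DMSO.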
# Rab9 prom act: Rab9 promoter activation; Huh7 Rab9 promoter-luciferase reporter, luminescence, 24 h; Potency, µM (top dose mostly 9.22 µM), without a hit: at the highest dose activation, negative = inhibition, actives largely listed as activators; actives 2.8% (n = 320,000); also: potency is read from the fitted curve at half-maximal effect; % of control where 0% means no effect; nearly all actives have a fitted effect of over 60% in size
#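 Cell-based reporter: Huh7 stable for Rab9 promoter-driven luciferase, plated in reduced-serum medium with 10% FBS at 1500 cells/well, compound-treated 24 h at 37 °C, luminescence read after 10 min reagent.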
# TRPV1 agonist: human TRPV1 agonism; Q8NER1; TRPV1-expressing cells, Fluo-8 calcium influx, agonist mode; activation, % at 8.33 µM; actives 0.19% (n = 320,000); AID 540275; in the data active = activation above about 80%; inconclusive = between about 30% and that limit; also: 0% is about no effect
#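 TRPV1-expressing cells were cultured overnight at 35.5C and loaded with Fluo-8 calcium dye for 40 to 90 min at room temperature. After a 10 s baseline, compound was added and calcium influx was read kinetically for 3 min (ex 480/em 520 nm).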
# Tb PFK block: T. brucei PFK enzyme inhibition | O15648 | T. brucei PFK, ADP-Glo luminescence | Potency, µM (series often up to 57.5 µM), inactives show at the highest dose activity, negative = inhibition, actives largely listed as inhibitors | actives 0.17% (n = 330,000);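 also: potency is read from the fitted curve at half-maximal effect; 0% = uninhibited 1x PFK enzyme wells and -100% = no-enzyme wells; nearly all actives have a fitted effect of over 60% in size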
# Target sequence (O15648 whole entry, looked up): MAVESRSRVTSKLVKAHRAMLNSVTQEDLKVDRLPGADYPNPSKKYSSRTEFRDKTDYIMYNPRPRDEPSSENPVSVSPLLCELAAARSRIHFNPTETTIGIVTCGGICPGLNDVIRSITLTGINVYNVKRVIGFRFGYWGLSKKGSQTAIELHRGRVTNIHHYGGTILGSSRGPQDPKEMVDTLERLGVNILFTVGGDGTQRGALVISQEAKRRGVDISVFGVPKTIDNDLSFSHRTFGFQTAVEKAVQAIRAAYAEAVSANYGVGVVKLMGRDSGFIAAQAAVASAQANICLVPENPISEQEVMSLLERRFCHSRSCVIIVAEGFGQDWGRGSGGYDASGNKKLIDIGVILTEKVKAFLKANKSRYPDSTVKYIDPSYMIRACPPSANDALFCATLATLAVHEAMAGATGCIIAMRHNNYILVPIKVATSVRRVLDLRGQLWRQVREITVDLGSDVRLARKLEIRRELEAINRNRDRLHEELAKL
#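 PFK 1.25 nM, F6P 0.5 mM, ATP 0.1 mM, 0.1 M TEA pH 8.0, 5 mM MgCl2, 0.01% Tween20, 0.1% BSA; 45 min RT. ADP-Glo readout. qHTS titration up to 57 uM; curves fitted, compounds curve-classed.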
# p53 reactivator: re-activators of mutant p53; H1299 p53-A138V BP100-luciferase reporter, luminescence, 24 h; Potency, µM (top dose mostly 92.2 µM), without a hit: at the highest dose activity change, positive = activation, hits mostly activators; actives 0.063% (n = 320,000); AID 504706; also: potency is read from the fitted curve at half-maximal effect; % of control where 0% means no effect; nearly all actives have a fitted effect of over 45% in size
#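 p53-null H1299 cells stably carrying temperature-sensitive p53-A138V and a BP100-luciferase reporter were pinned with compounds (4-point, 1:5 series) and held 24 hrs at 37 deg C. Luminescence was read 10 min after detection reagent.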
# Gal4-VP16 FLuc: Gal4-VP16 reporter inhibition counter-screen; AID 2546; Drosophila S2 Gal4-VP16 UAS-luciferase, luminescence, 20 h; Potency, µM (titrated, usually from 53.6 µM), inactives show at the top dose activity, negative = inhibition, hits mostly inhibitors; actives 3.5% (n = 310,000);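 also: Gal4-VP16 expression switched on by copper sulfate through the metallothionein promoter; potency is read from the fitted curve at half-maximal effect; % is scaled to controls: 0 for no effect and ±100 for the full control effect; nearly all actives have a fitted effect of over 50% in size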
# ELG1 DNA repair: inhibitors of ELG1-dependent DNA repair in HEK293T cells. HEK293T ELG1-luciferase reporter, luminescence, 16 h; DNA damage induced by 5-fluorouridine. Potency, µM (series often up to 46.1 µM), for inactives: at the highest dose activity change, negative = inhibition, hits mostly inhibitors. actives 2.3% (n = 330,000). AID 504467; also: potency is read from the fitted curve at half-maximal effect; % is scaled to controls: 0 for no effect and ±100 for the full control effect; nearly all actives have a fitted effect of over 55% in size
#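 Quantitative HTS, concentration-response format. 2,000 cells/well co-treated with 5-fluorouridine and compound, 16 hr in 5% CO2 at 37 °C; ONE-Glo luminescence read after 30 min.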
# FLuc counter: counter-screen for miR-21 project: firefly luciferase inhibitors or activators | P08659 | purified FLuc, Km substrates, luminescence inhibition | Potency, µM (doses to about 57.5 µM), for inactives: top-dose activity change, negative = inhibition, most hits filed as inhibitors | actives 6.9% (n = 360,000) | AID 588342;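 also: potency is read from the fitted curve at half-maximal effect; plate controls were vehicle for no effect and reference inhibitor for full effect; nearly all actives have a fitted effect of over 55% in size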
#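 Biochemical qHTS of compounds, final roughly 60 µM downward over six points, against 10 nM purified firefly luciferase using Km concentrations of substrates (10 uM D-luciferin, 10 uM ATP) in Tris acetate pH 7.5 buffer; luminescence output.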
# NPC1 prom act: activators of NPC1 promoter; Huh7 NPC1 promoter luciferase reporter, 24 h; Potency, µM (top dose mostly 9.22 µM), for inactives: at the highest dose activation, usual class: activators; actives 2.4% (n = 320,000);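 also: potency is read from the fitted curve at half-maximal effect; % of control where 0% means no effect; nearly all actives have a fitted effect of over 60% in size; reporter is driven by a mutant NPC1 promoter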
#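 Readout is luciferase luminescence, reflecting NPC1 promoter activation in stably transfected Huh7 cells after 24 h compound exposure at 37 °C in reduced-serum medium with 10% FBS.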
# RORg inh: inhibitors of mouse ROR gamma transcriptional activity; P51450; Drosophila S2 Gal4-RORgamma UAS-luciferase reporter, 20 h; Potency, µM (titrated, usually from 53.6 µM), for inactives: top-dose activity change, negative = inhibition, most hits filed as inhibitors; actives 5.4% (n = 310,000); AID 2551; also: potency is read from the fitted curve at half-maximal effect; % is scaled to controls: 0 for no effect and ±100 for the full control effect; nearly all actives have a fitted effect of over 60% in size
# Target sequence (P51450 whole entry, looked up, the tested form may be a part): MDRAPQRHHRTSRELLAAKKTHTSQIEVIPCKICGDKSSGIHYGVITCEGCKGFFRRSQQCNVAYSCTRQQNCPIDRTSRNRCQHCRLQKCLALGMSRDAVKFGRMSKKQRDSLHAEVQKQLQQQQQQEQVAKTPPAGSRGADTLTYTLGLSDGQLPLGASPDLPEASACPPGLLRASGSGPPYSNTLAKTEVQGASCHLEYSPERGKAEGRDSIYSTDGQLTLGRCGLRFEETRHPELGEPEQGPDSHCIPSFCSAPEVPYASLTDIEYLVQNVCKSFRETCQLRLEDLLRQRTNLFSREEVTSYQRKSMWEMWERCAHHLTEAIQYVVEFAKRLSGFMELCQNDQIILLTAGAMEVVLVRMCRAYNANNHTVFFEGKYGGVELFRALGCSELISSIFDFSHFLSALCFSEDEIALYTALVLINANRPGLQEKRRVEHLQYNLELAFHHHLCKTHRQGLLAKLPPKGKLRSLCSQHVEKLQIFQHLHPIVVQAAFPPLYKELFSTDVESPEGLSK
#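 A Gal4/UAS one-hybrid system in insect cells: metallothionein-promoter Gal4–ROR gamma fusion plus Photinus luciferase reporter. Copper sulfate 700 uM final, 20 hr ambient incubation, luminescent detection after 10 min with reagent.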
# Numbers without * were called inactive; u = inconclusive; x = not tested or not shown; & = joins results of further samples; [ ] = remark or other dose. Unless noted, calls follow the shape of the dose curve; as a rule, active = well fitted curve in the direction sought with a large enough effect; inconclusive = small, poorly fitted or top-dose-only effect, or another doubt; inactive = no such curve, though single readings can be large; an effect the other way counts as inactive or inconclusive.
smiles,Rab9 prom act,ELG1 DNA repair,NPC1 prom act,FLuc counter,ELG1 genotoxic,p53 reactivator,RORg inh,TRPV1 agonist,Tb PFK block,Gal4-VP16 FLuc,BRCA1 expr up
COC1CCCN(Cc2nc(Cc3ccccc3F)no2)C1 (centres undefined),13%,u,5%,2%,0%,2%,17%,2,0%,2%,0%
CCCS(=O)(=O)N1CCCC(C(=O)NCCN2CCC(Cc3ccccc3)CC2)C1 (centres undefined),-1%,-11%,-6%,5%,-5%,23%,37%,-2,0%,0%,-5%
COc1ccc(-c2occ(C(=O)O)c2C(=O)O)cc1,0%,u,2%,10%,3%,8%,7%,-3,1%,-10%,-1%[1.84 µM]
O=C(c1cc([N+](=O)[O-])[nH]n1)N1CCSCC1,-2%,14%,-5%,-3%,2%,-2%,-1%,0,-4%,1%,-8%
CCOc1cc2c(cc1OC)C(c1cccc([N+](=O)[O-])c1)NCC2 (centres undefined),0%,-8%,-2%,2%,-1%,3%,-13%,7,1%,4%,11%
CCOC(=O)CCCc1sc(N)nc1-c1[nH]c(=O)[nH]c1C,29%,u,17%,-9%,-2%,17%,-1%,0,u,u,11%
COc1ccccc1/C=C1\C(=O)Nc2ccccc21,9%,u,u,u,-4%,-96%[inhibitor],8%,5,0%,u,-69%
CC(=O)N(c1nc(/C=C\C(=O)O)cs1)c1ccccc1F,-3%,14%,1%,1%,4%,2%,4%,-1,1%,1%,-1%
O=C(CCCOc1ccccc1)Nc1cccc(S(=O)(=O)N2CCCCCC2)c1,-10%,-11%,-1%,-4%,-2%,3%,x,17,2%,x,-9%
Cc1ccc(CN(C)C(=O)c2cccc(S(=O)(=O)N3CCCC3)c2)o1,x,10%,x,x,3%,-1%,x,x,1%,x,0%
O=C(O)c1ccccc1OCc1ccccc1Cl,2%,9%,0%,3%,-3%,-2%,-3%,2,13%,-1%,4%
O=C(Nc1ccc2c(c1)CCC2)c1ccccc1F,0.71µM*,u,0.89µM*,3µM*,u,u,-23%,-1,-19%,-24%,u
CC(C)CNC(=O)c1ccccc1NC(=O)CSCc1ccccc1,0%,u,2%,-8%,1%,-4%,-6%,-5,-7%,-9%,-13%
Cc1cc([N+](=O)[O-])ccc1NCc1ccc2ccccc2c1,-4%,2%,7%,-3%,-8%,1%,43%,4,-1%,-2%,-20%
CN1C(=O)CS(=O)c2ccc(C(=O)NCCC3=CCCCC3)cc21 (centres undefined),-7%,u,-2%,3%,-6%,-5%,-17%,x,3%,u,-31%
O=C(c1ccc(F)cc1)N1CCN(c2cnn(-c3ccccc3)c(=O)c2Cl)CC1,-9%,-6%,-1%,-1%,-5%,-7%,11%,-1,1%,3%,-36%
Cc1ccc(NS(=O)(=O)c2cc(NC(=O)c3ccc4c(c3)NC(=O)CS4)ccc2C)c(C)c1,-8%,18µM*,-7%,-17%,-26%,-1%,10%,2,21µM*,-7%,-97%[inhibitor]
COc1ccccc1N1CCN(C(=O)c2cc3cc(F)ccc3[nH]2)CC1,-1%,-20%,-3%,-2%,-7%,-2%,19%,2,1%,1%,-57%
Cc1ccc(CN2CCNC(=O)C2CC(=O)N(C)C(C2CC2)C2CC2)o1 (centres undefined),0%,10%,-8%,-1%,0%,2%,6%,0,6%,0%,-11%
COc1ccc(C2=CC(=O)OC3(CCCC3)O2)cc1,3%,18%,-1%,-5%,-7%,0%,13%,1,0%,3%,5%
Cc1cc(C)cc(S(=O)(=O)Cc2noc(C(=O)NCc3ccccc3)c2C(=O)NCc2ccccc2)c1,x,-22%,x,x,-3%,-1%,x,x,1%,x,-21%
Cc1ccc(Cl)cc1NC(=S)N/N=C/c1cccc2ccccc12,-19%,u,-21%,2%,10%,-1%,0.79µM*,x,2%,2.5µM*,-57%
O=C(Nc1cccc(S(=O)(=O)N2CCOCC2)c1)c1ccc(=O)[nH]c1,x,u,x,x,-3%,-2%,x,x,2%,x,6%
CN(CCOc1ccccc1)C(=O)C1CCN(C(=O)c2ccc(Cl)cc2)CC1,2%,-5%,-5%,4%,5%,6%,-37%,1,-1%,-13%,-24%
COc1cccc(CN2CCN(Cc3ccc(OC)c(OC)c3)CC2CCO)c1 (centres undefined),-1%,u,-4%,0%,-3%,-2%,-4%,-3,2%,2%,-8%
O=C(Cn1cnc([N+](=O)[O-])n1)NCCc1ccccc1,2%,u,2%,6%,5%,3%,-6%,-1,-1%,-6%,26%
CC(Sc1nnc(-c2ccc(OC(F)F)cc2)o1)C(=O)NCC1CCCO1 (centres undefined),14%,-3%,8%,-1%,1%,-4%,-14%,1,2%,u,17%
CCNS(=O)(=O)c1ccc(OC)c(C(=O)NC2CCCCC2)c1,-9%,0%,-5%,-1%,2%,3%,-20%,7,1%,-4%[10 µM],-8%
CCOC(=O)[C@H]1[C@H]2COc3ccc(Br)cc3[C@@H]2N2C(=O)CN(CC3CCCO3)C(=O)[C@@]12C (some centres undefined),-1%,-3%,1%,-1%,3%,-4%,x,7,-1%,x,-27%
C/C(=N/O)c1cccc(N2Cc3ccccc3C2)c1,-4%[1.84 µM],16%,-3%,u,9%,15%,u,1,8%,u,34%
Cc1nn(C)c(Oc2cccc(C(F)(F)F)c2)c1C#N,-3%,1%,-2%,-3%,3%,6%,3%,1,1%,6%,-7%
CCOC(=O)c1c(N)nn(C(=O)c2ccccc2)c1-c1ccccc1,-7%,3%,-7%,1%,-9%,5%,-17%,3,1%,-1%[10 µM],10%
N#Cc1cc2c(nc1SCc1ccccc1)CCCC2,-2%,24%,-3%,2%,2%,13%,-25%,2,-12%,3%,1%
Cc1cc2cc(CNC(=O)NC3CCCCC3)ccc2n1C,1%,7%,-1%,1%,4%,-1%,18%,12,1%,-19%,25%
Cc1ccc(Cn2ccc(NC(=O)c3cc(-c4ccc(F)cc4)on3)n2)cc1,-5%,0%,2%,-2%,8%,-10%,-1%,2,-4%,-3%,7%
Cc1ccc(C(=O)N(CC(=O)NC2CCCCC2)c2ccccc2C)s1,-4%,-12%,2%,-2%,-5%,-3%,-37%,29,2%,1%,-19%
O=C(COC(=O)C1CCCCC1)Nc1ccc([N+](=O)[O-])cc1,7%,-3%,1%,17µM*,0%,0%,-6%,7,3%,1%,5%
NC(=O)[C@@H]1CCCN1C(=O)[C@@H](Cc1cnc[nH]1)NC(=O)[C@@H]1CCC(=O)N1,-2%,u,-2%,-1%,2%,-5%,x,1,-2%,x,-10%
CCOC(=O)CC(=O)CSc1ncnc2c1oc1ccccc12,0%,18%,0%,u,15%,13%,-17%,-1,2%,16%,u
Cc1nc2ccccc2c(=O)n1/N=C/c1cn[nH]c1-c1ccccc1,0%,u,2%,0%,-9%,-5%,u,-2,2%,-8%,-38%
CCN(CC)c1ccc(NC(=O)CN2CCN(c3ccccc3F)CC2)cc1,-4%,-18%,2%,0%&-12%,-3%,-4%,0%,23,0%,7%,-21%

# Looked up one by one from the entries so far (5):
smiles,Rab9 prom act,ELG1 DNA repair,NPC1 prom act,FLuc counter,ELG1 genotoxic,p53 reactivator,RORg inh,TRPV1 agonist,Tb PFK block,Gal4-VP16 FLuc,BRCA1 expr up
Cc1ccc(C(=O)N(CC(=O)NC2CCCCC2)c2ccccc2C)s1,-4%,-12%,2%,-2%,-5%,-3%,-37%,29,2%,1%,-19%
Cc1ccc(Cn2ccc(NC(=O)c3cc(-c4ccc(F)cc4)on3)n2)cc1,-5%,0%,2%,-2%,8%,-10%,-1%,2,-4%,-3%,7%
Cc1nc2ccccc2c(=O)n1/N=C/c1cn[nH]c1-c1ccccc1,0%,u,2%,0%,-9%,-5%,u,-2,2%,-8%,-38%
Cc1nn(C)c(Oc2cccc(C(F)(F)F)c2)c1C#N,-3%,1%,-2%,-3%,3%,6%,3%,1,1%,6%,-7%
NC(=O)[C@@H]1CCCN1C(=O)[C@@H](Cc1cnc[nH]1)NC(=O)[C@@H]1CCC(=O)N1,-2%,u,-2%,-1%,2%,-5%,x,1,-2%,x,-10%

# Source: PubChem (National Center for Advancing Translational Sciences (NCATS))
